Source: PubChem
TrxR1 inh: rat TrxR1 inhibition. O89049. recombinant rTrxR1, NADPH fluorescence consumption, selenite substrate. Potency, µM (series often up to 114 µM), for the others: at the highest dose activity change, negative = inhibition, usual class: inhibitors. 390,000 tested, 1% active. AID 588453; also: potency is read from the fitted curve at half-maximal effect; % is scaled to controls: 0 for no effect and ±100 for the full control effect; nearly all actives have a fitted effect of over 65% in size
Target sequence (O89049 whole entry, looked up): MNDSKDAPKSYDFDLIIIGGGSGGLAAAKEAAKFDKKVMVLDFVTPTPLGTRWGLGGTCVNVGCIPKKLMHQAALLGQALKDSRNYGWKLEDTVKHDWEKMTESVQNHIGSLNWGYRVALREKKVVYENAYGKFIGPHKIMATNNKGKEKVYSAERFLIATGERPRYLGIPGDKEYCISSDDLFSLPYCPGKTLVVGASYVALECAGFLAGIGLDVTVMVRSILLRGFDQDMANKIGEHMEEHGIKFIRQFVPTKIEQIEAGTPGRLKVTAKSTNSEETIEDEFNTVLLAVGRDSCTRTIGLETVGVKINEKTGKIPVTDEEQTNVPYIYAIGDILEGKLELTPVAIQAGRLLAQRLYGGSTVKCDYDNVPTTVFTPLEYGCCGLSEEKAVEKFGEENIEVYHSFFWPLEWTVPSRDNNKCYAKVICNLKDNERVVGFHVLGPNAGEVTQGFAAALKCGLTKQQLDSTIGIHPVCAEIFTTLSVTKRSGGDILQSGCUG
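Rat TrxR1 (90 nM in the dispensed reagent) was pre-reduced with 400 uM NADPH for 5 min at room temperature, then incubated with compound for 15 min. After 400 uM selenite was added, NADPH fluorescence (Ex 340/Em 450 nm) was followed for 8 min.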
RGS4 inh: human RGS4 inhibition | P49798 | Transcreener GDP fluorescence polarization, RGS4-accelerated GTP hydrolysis | Potency, µM (titrated, usually from 114 µM), without a hit: at the highest dose activity change, negative = inhibition, hits mostly inhibitors | 390,000 tested, 0.039% active | AID 504845; also: potency is read from the fitted curve at half-maximal effect; % is scaled to controls: 0 for no effect and ±100 for the full control effect; nearly all actives have a fitted effect of over 75% in size; some results filed as inactive show a strong effect at the top dose
Target sequence (P49798 whole entry, looked up): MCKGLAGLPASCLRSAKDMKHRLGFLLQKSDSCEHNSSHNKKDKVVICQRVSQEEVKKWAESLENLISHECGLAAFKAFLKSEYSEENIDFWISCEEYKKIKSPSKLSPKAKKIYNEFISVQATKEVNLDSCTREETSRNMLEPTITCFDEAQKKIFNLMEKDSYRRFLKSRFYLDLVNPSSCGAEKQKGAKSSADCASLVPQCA
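MLSMR compounds (23 nl, pin-transferred) preincubated 10 min at room temperature with a 500nM (2x) first reagent, then RGS4 at 900nM (2x) plus Transcreener GDP mix added; fluorescence polarization (620/688 nm) read before and after 90 min at 30 °C.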
USP1-UAF1 inh: blocks the human USP1/UAF1 deubiquitinase complex. O94782. recombinant USP1/UAF1, Ub-Rhodamine cleavage fluorescence. Potency, µM (doses to about 57.1 µM), inactives show top-dose activity change, negative = inhibition, hits mostly inhibitors. 390,000 tested, 0.23% active; also: potency is read from the fitted curve at half-maximal effect; % is scaled to controls: 0 for no effect and ±100 for the full control effect; nearly all actives have a fitted effect of over 60% in size; inactives centre near -12
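In this screen, compounds sit with the deubiquitinase complex (1nM) for 15 min at room temperature before Ub-Rho is added at 150nM final. Fluorescence rise is then followed for 6 reads every 60 seconds.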
LDHA block: inhibitors of human lactate dehydrogenase A | P00338 | purified LDHA, NADH/diaphorase-resazurin fluorescence; active compounds read low | activity change, % (values are at about 110 or 230 µM) | 480,000 tested, 0.15% active | AID 1347041; in the data active = activity change below about -30%; inconclusive = mostly about -25% to -30%;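 also: plate controls were DMSO wells for no effect and wells without enzyme for full effect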
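Human LDH5 (2 nM) was incubated with 0.06 mM NADH and 0.2 mM pyruvate for 5 min at room temperature in Tris pH 7.4. Remaining NADH was coupled through diaphorase/resazurin, and resorufin fluorescence was read at 0 and 20 min.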
Vif-APOBEC3F blk: inhibitors of Vif-A3F interaction; HeLa A3F-eYFP + Vif (tagged APOBEC3F with the HIV-1 protein that degrades it), YFP fluorescence increase; Potency, µM (doses to about 46.1 µM), without a hit: at the highest dose activity, negative = active; 390,000 tested, 0.2% active; also: potency is read from the fitted curve at half-maximal effect; % of control where 0% means no effect; nearly all actives have a fitted effect of over 65% in size
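Fluorescence increase (Ex 488/Em 500-530) after overnight compound treatment at 37 deg C flags inhibition of Vif-driven A3F-eYFP loss in stable HeLa A3F-eYFP/Vif cells seeded overnight beforehand.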
TrxR1 substrate: rat thioredoxin reductase 1 substrate activity; O89049; Potency, µM (doses to about 114 µM), for inactives: at the top dose activity change, negative = substrate turnover; 390,000 tested, 0.01% active; purified TrxR1 substrate turnover, NADPH consumption readout; also: potency is read from the fitted curve at half-maximal effect; % is scaled to controls: 0 for no effect and ±100 for the full control effect; nearly all actives have a fitted effect of over 50% in size
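Rat TrxR1, dispensed at 90 nM, was prereduced with 400 uM NADPH (final) for 5 min at ~22 deg C, then incubated with compound 15 min before 400 uM selenite. A first-read NADPH fluorescence drop versus no-compound background flagged substrates.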
GRP78 ERSR act: ER stress response induction in glioma. 420,000 tested, 0.02% active. U87-MG GRP78 promoter luciferase reporter, 16 h. Potency, µM, inactives show top-dose activation, usual class: activators; also: potency is read from the fitted curve at half-maximal effect; series mostly up to about 76 µM; % of control where 0% means no effect; nearly all actives have a fitted effect of over 35% in size
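ERSR induction read as luciferase luminescence (Bright-Glo, 10 min at room temperature) in stably transfected human U87-MG glioma cells exposed to compounds for 16 h, using GRP78 as sensor.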
mIDH1 inhibitor: blocks human mutant IDH1 R132H enzyme | O75874 | AID 602179 | 390,000 tested, 0.093% active | Potency, µM (series often up to 76.6 µM), inactives show at the highest dose activity change, negative = inhibition, hits mostly inhibitors | IDH1-R132H enzyme, NADPH consumption, diaphorase/resazurin fluorescence; also: potency is read from the fitted curve at half-maximal effect; % is scaled to controls: 0 for no effect and ±100 for the full control effect; nearly all actives have a fitted effect of over 65% in size
Target sequence (O75874 whole entry R132H, stated change not applied): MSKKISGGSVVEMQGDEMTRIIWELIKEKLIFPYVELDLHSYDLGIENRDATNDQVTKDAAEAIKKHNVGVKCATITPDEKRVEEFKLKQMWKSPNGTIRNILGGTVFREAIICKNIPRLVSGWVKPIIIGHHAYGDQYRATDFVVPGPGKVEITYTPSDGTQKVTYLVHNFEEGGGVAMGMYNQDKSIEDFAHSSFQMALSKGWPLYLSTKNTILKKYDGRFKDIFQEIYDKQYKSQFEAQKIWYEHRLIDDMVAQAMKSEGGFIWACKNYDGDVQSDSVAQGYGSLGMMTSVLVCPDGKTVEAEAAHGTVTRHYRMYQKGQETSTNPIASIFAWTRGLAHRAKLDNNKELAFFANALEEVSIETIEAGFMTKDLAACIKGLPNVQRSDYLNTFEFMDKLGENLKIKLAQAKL
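IDH1-R132H (0.5 ug/mL dispensed) in pH 7.5 Tris buffer was preincubated 30 min with compound, then given a substrate mix of 0.016 mM NADPH and 2 mM alpha-KG for 80 min at room temperature; remaining NADPH was read by diaphorase/resazurin fluorescence.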
Vif-A3G inh: inhibitors of Vif-APOBEC3G interaction; Q9HC16; HeLa A3G-eYFP + Vif (tagged APOBEC3G with the HIV-1 protein that degrades it), YFP fluorescence, overnight; Potency, µM (series often up to 46.1 µM), for inactives: at the top dose activity, negative = active, usual class: inhibitors; 410,000 tested, 0.076% active;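 also: potency is read from the fitted curve at half-maximal effect; % is scaled to controls: 0 for no effect and ±100 for the full control effect; nearly all actives have a fitted effect of over 60% in size; hits raise eYFP signal because A3G escapes Vif-driven loss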
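HeLa cells stably expressing Vif and C-terminally eYFP-tagged A3G, seeded overnight at 37 deg C, then exposed to compound by pintool overnight at 37 deg C. Rise in yellow fluorescence (Ex 488/Em 500-530, Acumen) marks blocked Vif-driven A3G degradation.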
Active calls of the source: *; ? = inconclusive; . = not tested or not shown; [ ] = dose if it differs, or a comment. Unless noted, calls follow the shape of the dose curve; as a rule, active = well fitted curve in the direction sought with a large enough effect; inconclusive = small, poorly fitted or top-dose-only effect, or another doubt; inactive = no such curve, though single readings can be large; an effect the other way counts as inactive or inconclusive.

SMILES | TrxR1 inh | RGS4 inh | USP1-UAF1 inh | LDHA block | Vif-APOBEC3F blk | TrxR1 substrate | GRP78 ERSR act | mIDH1 inhibitor | Vif-A3G inh
CCC(=O)c1ccc(OCC(=O)OCC(=O)N2CCc3ccccc3C2)cc1 | 0% | -28% | -5% | -17 | 4% | -6% | -3% | 5% | 0%
Cc1ccccc1Cn1c(SCc2ccc(C(=O)NC(C)c3ccccc3)cc2)nc2ccncc21 (stereo not drawn) | 16% | -9% | -15% | -1 | 1% | 3% | 2% | -3% | -2%
CCOC(=O)C(Cc1c[nH]c2ccccc12)NC(=O)c1ccccc1Br (stereo not drawn) | 11%[57.1 µM] | -30% | -12% | 2 | 12% | -10%[57.1 µM] | 2% | 2% | 0%
COc1cccc(-c2ccc(C#N)c(SCC(=O)NCc3ccco3)n2)c1 | 25% | 1% | -5% | -3 | -2% | 7% | 6% | 5% | -7%
CCCC(C(=O)NC(C)(C)C)N(CCN1CCOCC1)C(=O)CNS(=O)(=O)c1ccccc1 (stereo not drawn) | 9% | 3% | -16% | -3 | ? | 7% | -2% | -1% | 0%
Cn1c(=O)oc2cc(S(=O)(=O)N3CCCC(C(=O)NCc4ccc(F)cc4)C3)ccc21 (stereo not drawn) | 9% | 13% | -10% | -5 | -14% | -4% | -5% | -7% | 5%
CC(C)c1ncc(CO)n1Cc1c(Cl)cccc1Cl | . | . | -8% | -1 | 0% | . | -2% | 6% | -1%
Cn1c(Cn2nnc3ccccc32)nnc1SCC(=O)NCc1ccc2c(c1)OCO2 | -7%[57.1 µM] | 24% | -5% | -4 | 0% | 3%[57.1 µM] | -1% | 3% | -6%
COc1cc(OC)cc(C(=O)Nc2cccc(-c3cn4ccsc4n3)c2)c1 | 7%[57.1 µM] | -23% | -15% | -2 | 3% | -3%[57.1 µM] | -1% | -5% | -7%
O=C(CN1CCOCC1)Nc1ncc(Br)cc1Br | 14%[57.1 µM] | -1% | -9% | -5 | -6% | -10% | -3% | -2% | -2%
COc1cccc(NC(=S)N2CCN(S(=O)(=O)c3ccc(F)cc3)CC2)c1 | 8% | -19% | -19% | -2 | 1% | 2% | -5% | 0% | 1%
CCn1cc(CN2CCN(CCc3ccccc3)C(CCO)C2)c(C)n1 (stereo not drawn) | 22%[57.1 µM] | -25% | -7% | -2 | 1% | -17%[57.1 µM] | -2% | 5% | 7%
Cc1ccc(C)c(S(=O)(=O)N2CCN(C(=O)CN3C(=O)C4CC=CCC4C3=O)CC2)c1 (stereo not drawn) | 12% | -9% | -2% | -3 | 7% | 5% | -5% | 1% | 1%
CCCC[n+]1ccn(C2=C([O-])c3ccccc3C(=O)/C2=N\S(=O)(=O)c2ccc(Br)cc2)c1 | -16% | -6% | ? | 21 | ? | -9% | -1% | 13% | -16%
CNC(=O)c1c(NC(=O)c2cc(-c3cc(C)c(C)cc3O)n[nH]2)sc2c1CCCC2 | 24%[57.1 µM] | -8%[56.9 µM] | -17% | -4 | -5% | 13%[57.1 µM] | 0% | 5% | -2%
O=C1NC(=S)SC1=Cc1ccc(F)cc1 | -19% | 15% | -2% | -12 | 4% | -13% | 0% | -1% | -2%
COc1ccc(-c2noc3c2-c2nc(-c4cccc(C)c4)sc2CC3)cc1 | 12%[57.1 µM] | -8% | -14% | -5 | -3% | 15% | -5% | 3% | 0%
Cc1cc(Nc2ccc(F)cc2Cl)n2nc(C)nc2n1 | 17%[57.1 µM] | -26% | ? | 0 | 3% | 5%[57.1 µM] | 0% | -9% | 0%
COCCCNC(=O)c1ccc(Cn2c(=O)c3ccccc3n(Cc3ccc(Cl)cc3)c2=O)cc1 | 7% | -10% | -10% | -7 | -8% | 0% | -1% | 6% | 4%
Cc1c(NC(=O)Nc2cc(F)c(F)cc2Cl)c(=O)n(-c2ccccc2)n1C | 7% | 20% | 6% | -1 | 4% | 2% | -1% | 11% | 1%
O=C(c1ccccc1-c1nc(-c2ccccc2Cl)no1)N1CCOCC1 | -1% | 9% | 5% | -7 | 10% | 1% | -2% | -8% | -9%
CC(C)(C)c1ccc2c(c1)N(CC(=O)N1CCOCC1)C(=O)CO2 | 7% | -11% | -19% | 0 | 1% | -1% | -7% | 0% | -2%
Cc1ccc2nc(SCC(=O)NC3CCS(=O)(=O)C3)[nH]c2c1 (stereo not drawn) | 9% | -6% | -2% | -5 | -2% | 0% | -4% | -2% | -1%
COC(=O)C1=NN(N=O)C2(CC(=O)N(c3cc(C)cc(C)c3)C2=O)C1 (stereo not drawn) | ? | 3% | -10% | 0 | -8% | 2% | -4% | -10% | -1%
CCOCCCNC(=O)/C(C#N)=C/c1cc(Br)c(O)c(Br)c1 | -24% | -19%[11.4 µM] | -28% | 0 | -7% | -15% | 6% | 14% | ?
Cc1cc(C)cc(C(=O)Nc2c(C(=O)Nc3ccccc3F)oc3ccccc23)c1 | 31% | -18% | -25% | 2 | 0% | 174%[activator] | -1% | -9% | 3%
O=C(O)CCCC(=O)N1N=C(c2ccco2)CC1c1ccco1 (stereo not drawn) | 4% | -4% | 4% | -2 | 1% | -4% | -3% | 1% | -2%
COC(=O)CCN(c1ccccc1)S(=O)(=O)c1ccc(OC)cc1 | 10%[57.1 µM] | -29% | -17% | -4 | -13% | 8%[57.1 µM] | 1% | 7% | -7%
N=C(c1ccc([N+](=O)[O-])cc1)N1CCCCCC1 | 11% | -3% | -17% | -1 | -13% | 2% | 0% | 0% | -5%
CC1(C)CC(=O)c2c(oc3ccc(NS(=O)(=O)c4ccc(C(=O)O)cc4)cc23)C1 | 1% | 9% | -9% | 3 | -9% | -4% | -2% | -14% | -1%
CC(=O)O[C@]1(C(C)=O)CC[C@H]2[C@@H]3C=C(C)C4=CC(=O)CC[C@]4(C)[C@H]3CC[C@@]21C | 0% | 4% | -29% | -4 | 3% | 4% | 0% | -9% | 0%
CCOC(=O)c1c(NC(=O)CSc2nnc(-c3ccc(C)cc3)o2)sc(C(C)=O)c1C | 10% | 8% | -2% | 2 | 0% | 5% | -2% | -2% | 0%
Cc1sc2nc(SCC(=O)N(C)Cc3ccccc3)n(-c3ccccc3)c(=O)c2c1C | 11%[57.1 µM] | -5% | -25% | 1 | 3% | 3%[57.1 µM] | -4% | -2% | -6%
O=S(=O)(c1ccc(NC2CCCc3ccccc32)nc1)N1CCOCC1 (stereo not drawn) | 11% | 7% | -12% | 2 | 4% | 6% | 1% | 2% | 1%
CC(C)(C)C1CCC(C(=O)NCC(c2cccs2)N2CCOCC2)CC1 (stereo not drawn) | ? | -27% | -16% | 0 | 1% | -16% | 3% | 7% | 5%
Cc1nn(CC(=O)NCCN2CCCCCC2)c(=O)c2nn(-c3ccccc3)c(C)c12 | 0% | -3% | -16% | -2 | 3% | 2% | -4% | 4% | -1%
CC1CN/C(=C\C(=O)c2ccc(Br)cc2)C(=O)N1 (stereo not drawn) | -16% | -6% | -14% | -4 | 10% | -9% | -11% | 3% | 1%
CC(C)(C)n1ncc2c(=O)n(Cc3cccc(-c4cccs4)c3)cnc21 | 18% | . | . | . | . | -5% | -2% | . | 1%
CC1(C)CC(=O)C2=C(C1)Nc1ccccc1NC2c1ccc(F)c(F)c1 (stereo not drawn) | 6% | -7% | -14% | 2 | -3% | -4% | -3% | -5% | -1%
N/C(=N\OC(=O)c1ccccc1)C(Cc1ccccc1)C(=O)NOC(=O)c1ccccc1 (stereo not drawn) | 20%[57.1 µM] | 9% | -22% | -3 | 0% | 10%[57.1 µM] | -8% | 0% | -1%

Profiles as entered above. Order of values: TrxR1 inh | RGS4 inh | USP1-UAF1 inh | LDHA block | Vif-APOBEC3F blk | TrxR1 substrate | GRP78 ERSR act | mIDH1 inhibitor | Vif-A3G inh
Profile of `CCOC(=O)c1c(NC(=O)CSc2nnc(-c3ccc(C)cc3)o2)sc(C(C)=O)c1C` → 10% | 8% | -2% | 2 | 0% | 5% | -2% | -2% | 0%
Profile of `CC1(C)CC(=O)C2=C(C1)Nc1ccccc1NC2c1ccc(F)c(F)c1` (stereo not drawn) → 6% | -7% | -14% | 2 | -3% | -4% | -3% | -5% | -1%

Next part:
SMILES | TrxR1 inh | RGS4 inh | USP1-UAF1 inh | LDHA block | Vif-APOBEC3F blk | TrxR1 substrate | GRP78 ERSR act | mIDH1 inhibitor | Vif-A3G inh
O=C(NCC1CCCO1)c1nn2cccnc2c1Cl (stereo not drawn) | -6% | -11% | -8% | -12 | -12% | 6%[57.1 µM] | -2% | 5% | 0%
O=C(NCCCN1CCN(c2ccc(F)cc2)CC1)C1COc2ccccc2C1 (stereo not drawn) | 3%[57.1 µM] | -10% | -10% | -8 | 0% | -3%[57.1 µM] | -2% | 16% | 4%
Cc1ccc2cc(C3C(C#N)=C(N)Oc4c3ccc3cccnc43)c(=O)[nH]c2c1 (stereo not drawn) | 13µM* | -46% | -16% | 9 | 1% | 0%[57.1 µM] | 9% | 2% | 0%
COc1ccc(/C=C2/SC(=S)N(c3ccc(S(=O)(=O)Nc4nccs4)cc3)C2=O)cc1 | 7%[57.1 µM] | -36% | ? | -6 | ? | -3%[57.1 µM] | -5% | 5% | -13%
CCOc1ccc(-c2nc(-c3cccnc3)no2)cc1 | 16% | -21% | -10% | -13 | -11% | 6% | -11% | 4% | 0%
CCOc1ccc(-c2cc(CCCC(=O)NCCC(C)C)no2)cc1 | 29% | -1% | -15% | -1 | -30% | 5% | -8% | 7% | 0%

Not all compounds are listed; rates above refer to the full screens.
